DENV2 CPE – inhibitors of DENV2 cytopathic effect, primary screen, cell-based, plate reader, single concentration; DENV2-infected cells, cytopathic effect rescue; CPE inhibition, % at 9.99 µM; 350,000 compounds, 1.7% hits; AID 651640, 2012; in the data active = CPE inhibition above about 20%, passing the limit was not always enough; inconclusive = no clear call, values can overlap the other calls; tested in BHK-21 cells;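 note: 0% = median of neutral control wells and 100% = median of positive control wells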
FN deposition inh – inhibitors of fibronectin matrix deposition, primary screen, AH1F cells, Alexa488-fibronectin fluorescence, plate reader; AH1F fibroblasts, overnight; inhibition, % at 12.6 µM; 350,000 compounds, 0.086% hits; AID 743247, 2014;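 active = mean inhibition across replicates of 30% or more, regardless of how many single replicates reach that level; inconclusive = mean under 30% yet at least half of replicates reach 30%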;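 note: positive control wells lacked labelled fibronectin entirely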
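Assay system: AH1F fibroblasts assembling fluorescent fibronectin matrix; Amount: 10000 AH1F cells per well; Buffer or medium: DMEM, 2% serum; Probe or stimulus: Alexa488-fibronectin, 24 nM final in well; Doses: single compound dose, delivered by pin transfer; Incubation: 1 h adhesion, overnight exposure; Measured by: fluorescence 485/525 nm; Read-out: fibronectin deposition inhibition.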
EWS-Fli inh – EWS/Fli-driven NR0B1 reporter inhibitors, primary screen, A673 cells, NR0B1 luciferase, luminescence, MLPCN library. viability-normalised. inhibition, % at 12.6 µM. 350,000 compounds, 0.67% hits;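 active = mean inhibition of at least 50% after viability correction, with every replicate also passing that limit; inconclusive = mean reaches 50% but only one of two replicates passes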;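 note: firefly luciferase signal divided by Alamar Blue viability fluorescence both relative to DMSO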
PAX8 inh HTS – inhibitors of PAX8-driven TPO luciferase reporter, primary screen, RMG-I cells, single concentration | 360,000 compounds, 1.2% hits | inhibition, % at 12.6 µM | SteadyGlo, 24 h;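 active = mean replicate inhibition at least 60% with every replicate also reaching 60%; inconclusive = only one of the two criteria is met; inactive = mean below 60% and not all replicates reaching 60%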;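 note: luciferase light reporting Pax8 driven TPO promoter activity; plate controls were median of neutral control wells for no effect and mitoxantrone controls for full effect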
GSIS activator – GLuc luminescence reporter in INS-1E cells, primary screen for activators of glucose-dependent secretion of insulin | INS-1E GLuc reporter insulin secretion, 2-3 h | 370,000 compounds, 0.61% hits | activation, % at 16.6 µM;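 active = lowest replicate activation of at least 40%, so every replicate reaches that level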;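 note: 0% = median of neutral control wells and 100% = median of IBMX positive control wells; some compounds called inactive have numbers as strong as hits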
miR-122 sensor – miR-122 Renilla sensor signal increase in Huh7, primary screen, miR-122 inhibitor project, cell-based, single point, plate reader; Huh7 miR-122 Renilla luciferase sensor, 48 h; neutral wells = 0, positive control = 100; activation (reporter increase), % at 12.5 µM; 340,000 compounds, 0.3% hits;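 active = mean replicate activation score at least 90 and every replicate individually at or above 90; inconclusive = only one of the two criteria met; inactive = neither criterion met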;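 note: higher luciferase means less miR-122 activity so hits act as miR-122 inhibitors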
F508del corr – F508del CFTR correction, initial screen, CFBE line, single point; CFBE cells, YFP halide quenching; stimulated with forskolin plus potentiator P3; % fluorescence drop versus neutral controls; activity (quench increase), % at 7.58 µM; 350,000 compounds, 0.36% hits; AID 720511, 2013;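 active = mean added fluorescence quench of at least 8% versus neutral control, with both replicates also reaching 8%; inconclusive = only one of the mean or replicate conditions met; inactive = mean below 8% and not both replicates reaching 8%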;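 note: cells transiently co-express mutant CFTR-F508del with the halide-sensitive YFP; corrector assay measuring rescue of mutant channel to the surface after 24 h compound exposure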
* hit, by the source's call; [ ] = another dose, or the depositor's remark. Not a hit list, and some 3.9% of all compounds hit somewhere here.

Cc1cc(C(=O)NCC2COc3ccccc3O2)c2ccccc2n1 (stereo not drawn) was read as DENV2 CPE -6, FN deposition inh -5, EWS-Fli inh 5, PAX8 inh HTS 4, GSIS activator 2 and F508del corr -0.6.
`CC(=O)N(Cc1c(C)nn(-c2ccccc2)c1Cl)c1ccc(Cl)cc1` gave FN deposition inh -4, PAX8 inh HTS -6 and miR-122 sensor -7.
CCOc1ccccc1CN1CCN(Cc2csc(C(C)=O)c2)CC1CCO (stereo not drawn) was read as DENV2 CPE -6, FN deposition inh 5, EWS-Fli inh 15, PAX8 inh HTS 22, GSIS activator 8, miR-122 sensor 5 and F508del corr 1.1.
For CCNC(=O)[C@@H]1[C@@H](CO)[C@@H]2Cn3c(ccc(-c4ccccc4F)c3=O)[C@@H]2N1C the results were DENV2 CPE -9, EWS-Fli inh -9, PAX8 inh HTS -1, GSIS activator 4, miR-122 sensor -2[16.7 µM] and F508del corr -0.7.
For CCOc1ccc(-n2c(Cc3cc(=O)[nH]c(=O)[nH]3)nnc2SC(C)C)cc1 the results were FN deposition inh 4, PAX8 inh HTS 25 and miR-122 sensor 3.
CCNC(=O)[C@H]1[C@H](CO)[C@H]2Cn3c(ccc(-c4ccncc4)c3=O)[C@@H]1N2Cc1ccccc1 was read as DENV2 CPE 14, EWS-Fli inh 0, PAX8 inh HTS 4, GSIS activator 20, miR-122 sensor -3[16.7 µM] and F508del corr -0.7.
CCOc1ccc(N(CC(=O)Nc2ccccc2C(=O)NC(C)CC)S(C)(=O)=O)cc1 (stereo not drawn) was read as DENV2 CPE -5, FN deposition inh 1, EWS-Fli inh 4, PAX8 inh HTS 35, GSIS activator -12 and F508del corr -2.5.
COCCCn1c(=O)c2ccccc2n(Cc2cccc(C)c2)c1=O was read as DENV2 CPE -1, FN deposition inh 0, EWS-Fli inh -3, PAX8 inh HTS 28, GSIS activator 12, miR-122 sensor -5 and F508del corr -5.2.
Screening CCN(C(=O)CN1C(=O)NC(c2ccccc2)(c2ccc(C)c(C)c2)C1=O)C1CCS(=O)(=O)C1 (stereo not drawn) returned DENV2 CPE -2, FN deposition inh 17, EWS-Fli inh -2, PAX8 inh HTS 1, GSIS activator 2, miR-122 sensor 0 and F508del corr -2.4.
`CNc1nc(-c2ccc3c(c2)CCN3C(=O)CC(C)(C)C)c(C)s1` gave DENV2 CPE -2, FN deposition inh 2, EWS-Fli inh -38, PAX8 inh HTS -91, GSIS activator -25 and F508del corr 3.3.

Next part (five carried over from the part before).
CCNC(=O)[C@H]1[C@H](CO)[C@H]2Cn3c(ccc(-c4ccncc4)c3=O)[C@@H]1N2Cc1ccccc1 was read as DENV2 CPE 14, EWS-Fli inh 0, PAX8 inh HTS 4, GSIS activator 20, miR-122 sensor -3[16.7 µM] and F508del corr -0.7.
CCOc1ccc(N(CC(=O)Nc2ccccc2C(=O)NC(C)CC)S(C)(=O)=O)cc1 (stereo not drawn) was read as DENV2 CPE -5, FN deposition inh 1, EWS-Fli inh 4, PAX8 inh HTS 35, GSIS activator -12 and F508del corr -2.5.
COCCCn1c(=O)c2ccccc2n(Cc2cccc(C)c2)c1=O was read as DENV2 CPE -1, FN deposition inh 0, EWS-Fli inh -3, PAX8 inh HTS 28, GSIS activator 12, miR-122 sensor -5 and F508del corr -5.2.
Screening CCN(C(=O)CN1C(=O)NC(c2ccccc2)(c2ccc(C)c(C)c2)C1=O)C1CCS(=O)(=O)C1 (stereo not drawn) returned DENV2 CPE -2, FN deposition inh 17, EWS-Fli inh -2, PAX8 inh HTS 1, GSIS activator 2, miR-122 sensor 0 and F508del corr -2.4.
`CNc1nc(-c2ccc3c(c2)CCN3C(=O)CC(C)(C)C)c(C)s1` gave DENV2 CPE -2, FN deposition inh 2, EWS-Fli inh -38, PAX8 inh HTS -91, GSIS activator -25 and F508del corr 3.3.
For COc1ccccc1OCc1cc(C(=O)NCc2ccc(N3CCCC3=O)cc2)no1 the results were DENV2 CPE -3, FN deposition inh -10, EWS-Fli inh -44, PAX8 inh HTS -53, GSIS activator -6, miR-122 sensor -3 and F508del corr -0.1.
COc1cc(-c2cc(C(=O)N(C)Cc3ccccc3)c3ccccc3n2)cc(OC)c1OC was read as DENV2 CPE -5, FN deposition inh -3, EWS-Fli inh 28, PAX8 inh HTS 29, GSIS activator -11, miR-122 sensor 11 and F508del corr -0.5.
`O=C(c1cccs1)N1CCN(S(=O)(=O)c2ccc(F)cc2)CC1` gave DENV2 CPE 9, FN deposition inh 1, EWS-Fli inh 3, PAX8 inh HTS 25, GSIS activator 8 and F508del corr 3.3.
`COc1ccc(S(=O)(=O)N(C)CC(=O)N2CCCCCC2)cc1` gave DENV2 CPE -3, FN deposition inh 0, EWS-Fli inh 6, PAX8 inh HTS -27, GSIS activator 3, miR-122 sensor -1 and F508del corr -2.0.
Screening COC(=O)c1cn(NC(=O)Cc2cccc(C(F)(F)F)c2)c(=O)c2ccccc12 returned DENV2 CPE 0, FN deposition inh -2, EWS-Fli inh 6, PAX8 inh HTS -4, GSIS activator -3 and F508del corr 1.7.
For COc1cc(C2c3c(-c4ccccc4O)n[nH]c3C(=O)N2Cc2ccco2)cc(OC)c1OC (stereo not drawn) the results were DENV2 CPE -4, FN deposition inh -2, EWS-Fli inh 17, PAX8 inh HTS 17, GSIS activator 0, miR-122 sensor 7 and F508del corr 1.4.
CCCCn1c2nc3ccccc3nc2c2c(=O)n(-c3ccccc3)cnc21 was read as FN deposition inh -12, EWS-Fli inh 15, PAX8 inh HTS -7, GSIS activator -6, miR-122 sensor 5 and F508del corr 2.4.
COc1cc(C(=O)NC(=S)Nc2ccc(N3CCCC3)cc2)cc(OC)c1OC was read as FN deposition inh 8, PAX8 inh HTS 5 and GSIS activator 17.
Screening COc1ccc(C)cc1NC(=O)C1CCN(C(=O)c2ccco2)CC1 returned DENV2 CPE -3, FN deposition inh -3, EWS-Fli inh 5, PAX8 inh HTS -4, GSIS activator -10 and F508del corr 0.3.
Screening C[C@H]1CCCCO[C@@H](CN(C)Cc2ccc(C(F)(F)F)cc2)[C@@H](C)CN([C@@H](C)CO)C(=O)c2cc(NS(=O)(=O)c3cccs3)ccc2O1 returned DENV2 CPE 0, EWS-Fli inh 18, PAX8 inh HTS 96*, GSIS activator -21, miR-122 sensor -6[16.7 µM] and F508del corr 0.3.
CCN1CCc2c(sc(NC(=O)c3ccc(S(=O)(=O)N4CCCC4)cc3)c2C(=O)NC)C1 was read as DENV2 CPE 6, FN deposition inh -3, EWS-Fli inh 4, PAX8 inh HTS 12, GSIS activator -14 and F508del corr -0.6.
`COCCOc1cc(NC(=O)c2cccc(OC)c2)c(Cl)cc1Cl` gave DENV2 CPE -1, FN deposition inh -6, EWS-Fli inh -4, PAX8 inh HTS -14, GSIS activator -10 and F508del corr -2.8.
CC(C)NC(=O)C1C(c2ccc(C(F)(F)F)cc2)=Nc2ccccc2N1C(=O)c1ccccc1 (stereo not drawn) was read as DENV2 CPE -12, FN deposition inh 1, EWS-Fli inh -72, PAX8 inh HTS -75 and F508del corr -2.5.
`CN(Cc1ccccn1)C(=O)CC1C(=O)NCCN1Cc1cccc(Oc2ccccc2)c1` (stereo not drawn) gave DENV2 CPE -4, EWS-Fli inh 19, PAX8 inh HTS -21, GSIS activator -5 and F508del corr -0.9.
Screening COc1cc(/C=C/C(=O)OCC(=O)Nc2ccc([N+](=O)[O-])cc2)ccc1O returned DENV2 CPE -2, FN deposition inh -4, EWS-Fli inh 13, PAX8 inh HTS 15, GSIS activator -15, miR-122 sensor -1 and F508del corr 0.7.
Screening CC1CCN(Cc2ccc(NC(=O)C3CCN(c4nnc(-n5cccc5)s4)CC3)cc2)CC1 returned DENV2 CPE -1, FN deposition inh -11, EWS-Fli inh 4, PAX8 inh HTS -102, GSIS activator -10, miR-122 sensor -1 and F508del corr -4.1.
Screening CCN(CC)C(=O)CSc1nc2ccsc2c(=O)n1CCCC(=O)NCCc1ccc(S(N)(=O)=O)cc1 returned DENV2 CPE -5, FN deposition inh -1, EWS-Fli inh 0, PAX8 inh HTS 11, GSIS activator -2, miR-122 sensor 5 and F508del corr 2.1.
`COc1ccc(CC(NC(C)=O)C(=O)NC2CCN(C(=O)c3ccc([N+](=O)[O-])cc3)CC2)cc1OC` (stereo not drawn) gave DENV2 CPE 18, FN deposition inh -2, EWS-Fli inh -23, PAX8 inh HTS 9, GSIS activator -1, miR-122 sensor -10 and F508del corr 1.4.
For C[C@H](CO)N1C[C@H](C)[C@@H](CN(C)C(=O)Nc2ccc(F)cc2)Oc2ccc(NC(=O)Nc3cccc4ccccc34)cc2C1=O the results were DENV2 CPE 4, EWS-Fli inh 7, GSIS activator 3, miR-122 sensor -11[16.7 µM] and F508del corr -1.8.
N#Cc1cc2c(nc1SCC(O)CS(=O)(=O)Cc1ccccc1)CCCC2 (stereo not drawn) was read as DENV2 CPE -5, EWS-Fli inh 7, GSIS activator -12, miR-122 sensor 1 and F508del corr 0.4.
`Cc1cc(Cl)ccc1OCC(=O)OCC(=O)Nc1ccc(F)c([N+](=O)[O-])c1` gave FN deposition inh -10, PAX8 inh HTS -21 and GSIS activator 25.
`CC(C)C[C@H]1CNC(=S)N1C[C@H]1CCCN1C[C@H](CC(C)C)N1C[C@H](CC(C)C)N(CCc2ccccc2)C1=S` gave DENV2 CPE 1, FN deposition inh 6, EWS-Fli inh 16, PAX8 inh HTS -13, GSIS activator -10, miR-122 sensor 9 and F508del corr 1.7.
Screening Cc1c(N2CCCC2)cc2c(c1NC(=O)c1ccccc1Cl)C(C)(C)CC2(C)C returned DENV2 CPE 5, FN deposition inh -12, EWS-Fli inh 10, PAX8 inh HTS 18, GSIS activator 4 and F508del corr -0.8.
CN(C)CC#Cc1cccc(-c2nc(C(=O)N3CCN(C)CC3)cc3c2[C@@H](CCO)N(S(=O)C(C)(C)C)C3)c1 (stereo partly drawn) was read as DENV2 CPE inconclusive, EWS-Fli inh 0, PAX8 inh HTS -3 and F508del corr 1.1.
Screening C[C@H]1CCCCO[C@@H](CN(C)S(=O)(=O)c2cccs2)[C@@H](C)CN([C@@H](C)CO)C(=O)c2cc(NC(=O)NC3CCCCC3)ccc2O1 returned DENV2 CPE inconclusive, EWS-Fli inh 23, PAX8 inh HTS 97*, GSIS activator -6, miR-122 sensor -20[16.7 µM] and F508del corr 0.0.
CCS(=O)(=O)N1CCN(C(=O)c2ccco2)CC1 was read as DENV2 CPE -2, EWS-Fli inh -5, GSIS activator 3 and F508del corr -2.4.
For COC(=O)CSC1=C(C#N)C(=O)NC2(CCCCC2)S1 the results were DENV2 CPE 4, FN deposition inh -13, EWS-Fli inh 5, PAX8 inh HTS -2, GSIS activator 1 and F508del corr -3.9.
`CCCCCn1c(Sc2ccccc2)nc2c1c(=O)[nH]c(=O)n2C` gave DENV2 CPE -2, FN deposition inh 0, EWS-Fli inh 4, PAX8 inh HTS -12, miR-122 sensor 1 and F508del corr -1.6.
For O=C(NCC1COc2ccccc2O1)c1ccc(Cl)c(S(=O)(=O)N2CCCC2)c1 (stereo not drawn) the results were DENV2 CPE inconclusive, FN deposition inh -2, EWS-Fli inh 3, PAX8 inh HTS -8, GSIS activator -45 and F508del corr 2.3.
For COc1ccc(-c2ccc3c(c2)c(Sc2ccccc2)c(-c2ccccc2)n3C)cn1 the results were DENV2 CPE 12, FN deposition inh 18, EWS-Fli inh 5, PAX8 inh HTS -8, GSIS activator -12 and F508del corr -3.4.
